# Screens deposited in PubChem BioAssay by National Center for Advancing Translational Sciences (NCATS).
# TRb-SRC2 inh: TRbeta-SRC2 interaction inhibition; P10828; TRbeta-SRC2 peptide binding, fluorescence polarization; receptor liganded with 1 µM T3; Potency, µM (highest dose often 106 µM), for inactives: at the top dose activity change, negative = inhibition, actives largely listed as inhibitors; 280,000 compounds, 0.065% hits;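 further: plate controls were bound peptide for no effect and peptide without receptor for full effect; nearly all actives have a fitted effect of over 50% in size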
#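 A fluorescence polarization screen tested compounds at multiple concentrations against complex formation between 0.6 uM TRb ligand-binding domain and 20 nM Texas Red SRC2 peptide, with 1 uM T3 present; readout after 5 hr.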
# L3MBTL1 inh: L3MBTL1 (human) inhibition; Q9Y468; AlphaScreen L3MBTL1–H3K9me1 peptide binding; Potency, µM (titrated, usually from 57.1 µM), inactives show at the top dose activity, negative = inhibition, most hits filed as inhibitors; 230,000 compounds, 0.66% hits; AID 485360; further: nearly all actives have a fitted effect of over 60% in size
#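 Displacement of a biotinylated histone H3(1-15) peptide monomethylated at Lys9 (75 nM) from L3MBTL1 (50 nM) was measured by AlphaScreen after a 30 min room-temperature compound incubation; cefsulodin titration served as intraplate control.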
# aGlu spleen mod: inhibitors or activators of human alpha-glucosidase in spleen homogenate; P10253; human spleen homogenate, 4-MU-alpha-glucoside fluorescence; Potency, µM (top dose mostly 79.9 µM), without a hit: at the top dose activity change, negative = inhibition, hits mostly inhibitors; 240,000 compounds, 0.006% hits; AID 2112;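 further: 0% = enzyme with vehicle and -100% = no enzyme basal signal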
#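 Human spleen homogenate (1 ug) with 4-methylumbelliferyl-alpha-D-glucopyranoside (1 mM final) in 50 mM citrate/phosphate pH 5.0, 0.01% Tween-20; 40 min at 37 C. Stopped at pH 10; 4-MU fluorescence Ex 365/Em 440 nm; AC50 by Hill fit.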
# GAA glycogen mod: inhibitors or activators of human alpha-glucosidase glycogen cleavage; P10253; recombinant GAA, glycogen substrate, Amplex Red glucose oxidase fluorescence; Potency, µM (titrated, usually from 76.4 µM), without a hit: at the highest dose activity change, negative = inhibition, usual class: inhibitors; 300,000 compounds, 0.38% hits;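 further: 0% = full enzyme reaction and -100% = no-enzyme basal signal; the screen sought inhibitors and activators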
#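 Recombinant enzyme (4 nM final) with compounds titrated up to 77 uM and bovine liver glycogen (30 ug) in citrate pH 5.0, 0.01% Tween-20, 37 C 40 min. Released glucose detected by Amplex Red/glucose oxidase (Ex 573/Em 610); AC50 from Hill fits.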
# GAA inh: inhibitors of human lysosomal alpha-glucosidase; P10253; purified human GAA, 4-MU-alpha-glucoside fluorescence; Potency, µM (highest dose often 76.9 µM), inactives show top-dose activity change, negative = inhibition, usual class: inhibitors; 200,000 compounds, 0.005% hits; AID 1466;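 further: plate controls were uninhibited enzyme wells for no effect and no-enzyme background for full effect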
#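 Activity normalized between no-enzyme (basal) and enzyme-only wells. Conditions: 4 nM human enzyme, 400 uM fluorogenic substrate, citrate/phosphate pH 5.0 with Tween-20, 20 min room temperature, compounds up to 77 uM.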
# TR SRC2 fluor cs: counter-screen for TRb-SRC2 inhibitors: fluorescence interference; TRb/SRC2 Texas Red total fluorescence interference; Potency, µM (highest dose often 106 µM), inactives show at the top dose fluorescence change, negative = quenching; 280,000 compounds, 0.29% hits; active means well fitted curve in either direction with a large enough effect; inconclusive means small, poorly fitted or top-dose-only effect
#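 Flags fluorescent or light-absorbing compounds by total fluorescence, S + 2P, at 555 nm excitation and 632 nm emission. Mixture: 20 nM Texas Red SRC2 peptide, 0.6 uM human TRb LBD, 1 uM T3, 5% DMSO; compound exposure 5 h at ambient temperature.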
# RECQ1 inh: blocks DNA unwinding by human RECQ1 | P46063 | RECQ1 DNA unwinding, red fluorescence kinetic read | Potency, µM (highest dose often 57.3 µM), inactives show at the top dose activity, negative = inhibition, hits mostly inhibitors | 240,000 compounds, 0.54% hits | AID 2549;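 further: plate controls were vehicle for no effect and no enzyme for full effect; nearly all actives have a fitted effect of over 30% in size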
# Target sequence (P46063 whole entry, looked up): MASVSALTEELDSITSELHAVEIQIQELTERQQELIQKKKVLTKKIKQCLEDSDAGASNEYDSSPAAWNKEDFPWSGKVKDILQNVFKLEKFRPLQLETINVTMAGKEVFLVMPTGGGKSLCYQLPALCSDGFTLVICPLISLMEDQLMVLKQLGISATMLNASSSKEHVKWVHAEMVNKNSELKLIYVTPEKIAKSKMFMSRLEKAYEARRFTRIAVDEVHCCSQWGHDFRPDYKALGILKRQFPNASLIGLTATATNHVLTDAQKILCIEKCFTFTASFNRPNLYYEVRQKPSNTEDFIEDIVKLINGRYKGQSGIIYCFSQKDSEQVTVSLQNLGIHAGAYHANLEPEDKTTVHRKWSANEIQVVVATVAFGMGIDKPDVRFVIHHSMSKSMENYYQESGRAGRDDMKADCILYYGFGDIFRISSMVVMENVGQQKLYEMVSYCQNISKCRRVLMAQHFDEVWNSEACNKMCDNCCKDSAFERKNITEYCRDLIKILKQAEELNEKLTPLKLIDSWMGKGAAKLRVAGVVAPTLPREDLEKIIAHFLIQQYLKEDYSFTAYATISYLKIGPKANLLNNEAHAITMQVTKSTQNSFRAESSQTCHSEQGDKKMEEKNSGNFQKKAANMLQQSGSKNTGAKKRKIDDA
#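 RECQ1T1 50 nM; forked duplex (20 bp + 30-nt ss tails) 200 nM, ATP 2 mM final; pH 8.0, 2 mM MgCl2, 2.5 ug/ml poly(dI-dC); 15 min compound preincubation; discontinuous kinetic read over 2 h at RT.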
# RGS12 GoLoco inh: inhibitors of human Gai1-RGS12 GoLoco interaction (red fluorophore); 230,000 compounds, 0.44% hits; Potency, µM (doses to about 61.6 µM), for inactives: top-dose activity, negative = inhibition, actives largely listed as inhibitors; Gai1:RGS12 GoLoco peptide FP, rhodamine, 10 min; active means well fitted inhibition curve with a large enough effect, not every such curve was filed as active; inactive means no such curve, though single readings can be large or run the other way; further: nearly all actives have a fitted effect of over 30% in size; many of its hits are not listed in these tables
# Target sequence (P63096 whole entry, looked up): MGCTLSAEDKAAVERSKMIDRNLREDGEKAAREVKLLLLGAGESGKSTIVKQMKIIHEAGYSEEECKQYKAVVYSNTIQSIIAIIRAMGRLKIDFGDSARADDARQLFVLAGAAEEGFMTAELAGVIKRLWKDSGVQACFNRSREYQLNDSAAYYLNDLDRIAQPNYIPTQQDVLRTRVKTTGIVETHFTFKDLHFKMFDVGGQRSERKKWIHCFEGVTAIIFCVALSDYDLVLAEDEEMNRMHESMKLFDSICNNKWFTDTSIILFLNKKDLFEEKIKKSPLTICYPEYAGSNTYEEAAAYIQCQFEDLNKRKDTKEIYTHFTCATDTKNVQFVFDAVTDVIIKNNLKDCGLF
# An asterisk follows results filed as active; i = inactive; ? = inconclusive; . = not tested or not shown; [ ] = another dose, or the depositor's remark. Unless noted, the call rests on the fitted dose curve; in most records, active means well fitted curve in the direction sought with a large enough effect; inconclusive means small, poorly fitted or top-dose-only effect, or another doubt; inactive means no such curve, though single readings can be large; an effect the other way counts as inactive or inconclusive. Unless noted, on the % scale 0 is the no-effect control and ±100 the full control effect; potency means the concentration at half of the fitted maximal effect.
SMILES,TRb-SRC2 inh,L3MBTL1 inh,aGlu spleen mod,GAA glycogen mod,GAA inh,TR SRC2 fluor cs,RECQ1 inh,RGS12 GoLoco inh
NC1=NC2(CCCC2)N=C(Nc2ccccc2)N1,-1%,1%,-4%,-6%,.,-8%,i,10%
CC(NC(=O)NC1CCCCC1)C(c1cccs1)N1CCOCC1 (stereo not drawn),8%,53%[activator],-3%,4%,1%,-1%,-8%,6%
OCCNCCNCc1ccccc1OCc1ccccc1,-8%,-14%,-12%,-4%,4%,-1%,i,10%
CN(Cc1ccccc1)C(=O)c1nc2ccccn2c1CNCCOc1cccnc1,-3%,-8%,0%,11%,1%,-5%,8%,25%
O=C(Nc1ccc(F)cc1F)c1sccc1SCc1cccc(C(F)(F)F)c1,-3%,33%[activator],0%,-4%,-6%,-1%,-12%,-8%
C=CCn1c(SCc2ccc(F)cc2)nc2c1c(=O)[nH]c(=O)n2C,-5%,.,6%,-19%,0%,3%,-8%,-5%
COc1cccc(N2CCN(c3ccc(N4C(=O)CCC4=O)cc3[N+](=O)[O-])CC2)c1,-4%,.,-3%,-7%,-4%,-5%,i,2%
COc1ccc(S(=O)(=O)N2CCN(Cc3ccc(Cl)cc3)CC2)cc1,-3%,2%,-6%,-2%,-10%,1%,0%,8%
CCOc1ccc(NC(=O)CSCC(=O)O)cc1,2%,.,-2%,5%,-5%,0%,i,5%
Cc1cc(NC(=S)NC(=O)c2ccco2)c2ccccc2n1,-2%,31%[activator],0%,-8%,-7%,0%,-4%,3%
O=C(Nc1ccccc1)Nc1nnc(CSCc2ccccc2Cl)s1,-1%,-4%,-2%,0%,-5%,0%,-2%,2%
C=CCN1C(=O)NC2(O)C(=O)c3ccccc3C12O (stereo not drawn),-16%,6%,3%,-8%,?,3%,i,0%
O=c1cc(N2CCN(c3ccc(F)cc3)CC2)[nH]c(=O)n1Cc1ccc(F)cc1,12%,0%,-7%,-5%,?,1%,5%,6%
CC(=O)c1ccc(NC(=O)C2(S(=O)(=O)c3ccccc3)CC2)cc1,3%,1%,8%,-3%,-5%,-3%,-4%,7%
CCOC(=O)CCc1c(C)n(CC)c2ncnn2c1=O,1%,3%,0%,10%,7%,-1%,3%,2%
Cc1ccc(SCC(=O)N(Cc2nc(-c3ccccc3)no2)C(C)C)cc1,-2%,.,-17%,-3%,-19%,-3%,-3%,-14%
c1ccc(CN2CCC(N3CCN(Cc4ccc5c(c4)OCO5)CC3)CC2)cc1,-1%,.,-3%,0%,.,-5%,2%,-3%
CCc1ccc(C(=O)Cn2ncc(Cl)c(Cl)c2=O)cc1,-11%,-6%,-3%,-6%,-2%,-4%,-3%,14%
O=c1cnn([C@@H]2O[C@H](CO)[C@@H](O)[C@H]2O)c(=O)[nH]1,2%,6%,6%,1%,-9%[15.4 µM],1%,4%,11%
CN(NC(=S)Nc1ccc(OC(F)F)cc1)C(=S)Nc1ccc(OC(F)F)cc1,6%,3%,2%,?,5%,-2%,-6%,-1%
O=C(NCCCn1ccnc1)C(=O)NCC1OCCCN1S(=O)(=O)c1ccc(Cl)cc1 (stereo not drawn),-1%[53 µM],-17%,4%,-1%,-22%,-1%[53 µM],4%,-8%
COc1ccc(/C=C(\C)c2nc(C)c(-c3ccccc3)c(=O)[nH]2)cc1,8%,1%,-6%,1%,.,2%,1%,1%
CCSc1ccccc1C(=O)N=C1NC(=O)CC2C(=O)NCCN12 (stereo not drawn),-3%,.,-3%,6%,-4%,-2%,-11%,-10%
CCC(=O)Nc1cc(NC(=O)CSc2nnc(C(C)C)n2CC)ccc1C,-11%,.,3%,7%,10%,2%,i,2%
Cc1cc(Cl)ccc1NC(=O)Cn1cncn1,-5%,5%,5%,7%,-1%,-1%,i,5%

# A different layout for part of the listing above:
SMILES | TRb-SRC2 inh | L3MBTL1 inh | aGlu spleen mod | GAA glycogen mod | GAA inh | TR SRC2 fluor cs | RECQ1 inh | RGS12 GoLoco inh
CC(=O)c1ccc(NC(=O)C2(S(=O)(=O)c3ccccc3)CC2)cc1 | 3% | 1% | 8% | -3% | -5% | -3% | -4% | 7%
CCOC(=O)CCc1c(C)n(CC)c2ncnn2c1=O | 1% | 3% | 0% | 10% | 7% | -1% | 3% | 2%
Cc1ccc(SCC(=O)N(Cc2nc(-c3ccccc3)no2)C(C)C)cc1 | -2% | . | -17% | -3% | -19% | -3% | -3% | -14%
c1ccc(CN2CCC(N3CCN(Cc4ccc5c(c4)OCO5)CC3)CC2)cc1 | -1% | . | -3% | 0% | . | -5% | 2% | -3%
CCc1ccc(C(=O)Cn2ncc(Cl)c(Cl)c2=O)cc1 | -11% | -6% | -3% | -6% | -2% | -4% | -3% | 14%
O=c1cnn([C@@H]2O[C@H](CO)[C@@H](O)[C@H]2O)c(=O)[nH]1 | 2% | 6% | 6% | 1% | -9%[15.4 µM] | 1% | 4% | 11%

# The results go on.
SMILES,TRb-SRC2 inh,L3MBTL1 inh,aGlu spleen mod,GAA glycogen mod,GAA inh,TR SRC2 fluor cs,RECQ1 inh,RGS12 GoLoco inh
CC1CCc2c(sc(NC(=S)NC(=O)c3ccccc3)c2C#N)C1 (stereo not drawn),-6%,.,-2%,-8%,.,-1%,-10%,5%
CCOc1nc(-c2ccncc2)nc2ccccc12,2%,6%,-3%,-10%,0%,3%,i,7%
O=C(NCc1cccs1)C1CC(=O)N(c2ccc(Cl)cc2)C1 (stereo not drawn),8%,-15%,4%,11%,-5%,1%,i,2%
COc1cc(-c2csc(N3CCOCC3)n2)cc(OC)c1OC,-5%,4%,8%,4%,?,-19%,i,9%
Cn1c(=O)c(=O)n(C)c2cc(S(=O)(=O)N3CCCCC3)ccc21,-1%,-7%,-9%,1%,-4%,-4%,2%,3%
Cc1ccc(S(=O)(=O)N(C)CC(=O)OCC(=O)NC(=O)NC(C)C)cc1,5%,7%,-1%,-1%,.,0%,i,1%
CCn1c(-c2cc(-c3ccccc3)sc2N)n[nH]c1=S,-8%,-17%,0%,?,.,-1%,-7%,8%
CC(=O)Oc1ccc(C2C3=C(CC(C)(C)CC3=O)Nc3cc4c(cc32)OCCO4)cc1 (stereo not drawn),2%,.,15%,?,?,-2%,i,4%
Cc1ccc(-c2nc3ccccc3c(=O)n2Cc2ccccc2)cc1,-4%,0%,0%,4%,-1%,-2%,-7%,6%
CCN(CC)S(=O)(=O)c1ccc(N2CCCCC2)c(NC(=O)/C(C#N)=C/c2ccc(OC)cc2)c1,-1%,-3%,0%,0%,-4%,-3%,-4%,19%
CCOc1ccc(Nc2nc(Cc3nnc(SCC(=O)NC4CCCC4)n3C)cs2)cc1,0%,.,-36%,?,1%,-4%,10%,14%
CCC(C)NC(=O)CSc1ncnc2sccc12 (stereo not drawn),5%,.,-6%,?,0%,3%,i,-6%
CC(C)=NNc1nc(-c2ccccc2)c(C)s1,-9%,.,7%,-23%,-2%,-1%,-2%,17%
COc1ccc(/C=N/c2oc(-c3ccccc3)cc2C#N)cc1,-8%,0%,4%,?,1%,-2%,-5%,-10%
Cc1cccc(C)c1NC(=O)C1CCCNC1 (stereo not drawn),1%,7%,7%,2%,-1%,1%,0%,.
O=C(COC(=O)c1c2c(nc3ccccc13)CCCCC2)c1ccc(Cl)s1,-9%,2%,-13%,-8%,-5%,-2%,-8%,7%
Cc1cccc(C(C#N)c2ccc(Cl)nn2)c1 (stereo not drawn),-2%,?,4%,?,-3%,-1%,7%,2%
CCn1c(=O)c(C(=O)Nc2cnccn2)c(O)c2ccccc21,-4%,-5%,5%,4%,-2%,-1%,0%,10%
CC(=O)NCCNC(=O)CNC(=O)c1ccc(Cl)cc1,2%,8%,0%,19%,-2%,-23%,-15%,1%
CN(C(=O)c1ccncc1)c1nnc(-c2cnccn2)s1,-7%,.,-4%,0%,-7%,-2%,1%,-9%
O=C(OCC(=O)N1CCN(Cc2ccccc2)CC1)c1ccc(Cl)cc1,-2%,-2%,-13%,-7%,-5%,-2%,-3%,10%
COC(=O)c1cccc(C(=O)Nc2cnc3ccccc3c2)n1,-8%,?,0%,6%,2%,-7%,i,8%
CC1(C)CN=C(NC2CCCCC2)S1,5%,2%,1%,-2%,2%,2%,-6%,4%
COc1cccc(-c2cc(C(=O)Nc3ccc(OC)c(OC)c3)no2)c1,12%,-7%,2%,1%,1%,0%,-1%,2%
CONc1nc2nonc2nc1NOC,3%,10%,1%,8%,-4%,-3%,-11%,8%

# (continued)
SMILES,TRb-SRC2 inh,L3MBTL1 inh,aGlu spleen mod,GAA glycogen mod,GAA inh,TR SRC2 fluor cs,RECQ1 inh,RGS12 GoLoco inh
CC1C(=O)N(c2ccc(S(=O)(=O)N(C)C)cc2)C1(/C=C/c1ccccc1)C(=O)NC1CCCC1 (stereo not drawn),-2%,9%,1%,2%,5%,-5%,-8%,1%
O=C1CC(c2cccnc2)c2cc3c(cc2N1)OCCO3 (stereo not drawn),-16%,-2%,9%,-5%,-7%,3%,0%,8%
COc1ccccc1NC(=O)CCSc1nnc(-c2ccncc2)o1,-7%,.,5%,-13%,4%,-3%,-6%,-7%
COc1ccc(C(=O)Nc2ccc(NC(=O)c3cccs3)cc2)cc1[N+](=O)[O-],8%,4%,2%,-1%,4%,-1%,-7%,-14%
CCS(=O)(=O)c1nc(S(=O)(=O)c2ccc(C)cc2)c(NCc2ccccn2)s1,-4%,.,-11%,-8%,-11%,-3%,i,1%
Nc1cccc(S(=O)(=O)O)c1,3%,.,-8%,.,.,2%,22%,0%
Cc1nn(Cc2ccccc2)c(N)c1-c1ccccc1,-2%,1%,0%,-21%,?,-4%,-8%,3%
COc1ccc(CSc2nnc(N)s2)cc1F,0%,-4%,-1%,-1%,-2%,0%,-10%,1%
N#CC1=C(N)N(c2ccccc2)C(=O)C1,-2%,.,-2%,-7%,-13%,0%,i,-7%
Cc1c(Br)c([N+](=O)[O-])nn1CC(=O)N1CCN(Cc2ccccc2)CC1,1%,-12%,-3%,-6%,10%,-1%,i,6%

# Only part of the results is shown; the hit share may differ from the screen's.
